High-throughput results: PubChem, several laboratories
aDG glyco act – activators of alpha-DG glycosylation, primary screen, uHTS, Pro5-aDG cells, AlphaScreen | 360,000 compounds, 0.22% hits | activation, % at 10 µM | alpha-DG glycosylation AlphaScreen (IIH6); 0% Pro5, 100% B10-LARGE cell signal;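 active = activation of at least 8% versus controls, or a plate z-score of at least 8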;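 also: Pro5 are CHO cells carrying HIG-tagged alpha-DG that lacks glycosylation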
CF NFkB block – inhibitors of PAF-induced NF-kB signaling, primary screen, cell-based, GFP fluorescence, uHTS | 360,000 compounds, 0.86% hits | KKLEB NF-kB-GFP reporter, GFP fluorescence overnight | inhibition, % at 5 µM;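 active = at least 50% inhibition at 5 µM, scaled per plate between neutral and stimulator controls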;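 also: PAF is a Pseudomonas aeruginosa culture filtrate used as stimulus; plate controls were PAF-stimulated DMSO wells for no effect and unstimulated DMSO wells for full effect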
Peg3 promoter – Peg3 promoter-driven luciferase inhibitors, primary screen, cell-based, HeLa, luciferase luminescence | 360,000 compounds, 1.7% hits | inhibition, % at 20 µM | HeLa PEG-Prom luciferase reporter, overnight;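 active = inhibition of at least 50% at 20 µM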
KKLEB tox – cytotoxicity in KKLEB CF airway cells, primary screen, cytotoxicity control for CF NF-kB inhibitor project, cell-based, uHTS, fluorescence assay plates | activity change (cytotoxicity), % at 5 µM | 360,000 compounds, 0.36% hits | KKLEB CF airway cells viability, ATPlite luminescence, overnight; hits give low values; cells stimulated with P. aeruginosa culture filtrate;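 active = corrected activity change at or below -50% at 5 µM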
TWEAK Fn14 block – inhibitors of TWEAK-Fn14 signaling, primary screen, luciferase reporter cells, uHTS | 360,000 compounds, 2% hits | inhibition, % at 10 µM | AID 1159606, 2016 | TWEAK-stimulated Fn14 reporter cells, luciferase luminescence, 8 h; in the data active = inhibition above about 50%
NR2E3 ag-1 – inhibitors of NR2E3-RetCOR corepressor binding, primary screen, NR2E3 agonist project, biochemical, TR-FRET, GST-NR2E3, biotin-RetCOR | Photoreceptor-specific nuclear receptor (Homo sapiens), Q9Y5X4 | 1536-well | inhibition of corepressor binding, % at 4.78 µM | 320,000 compounds, 0.12% hits | AID 2300, 2010;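 active = percent inhibition above the cutoff of mean plus 3 SD of all tested compounds, set per screening campaign, cut at about 20% in these data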;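 also: 0% = DMSO wells and 100% = biotin wells as full block of FRET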
Target sequence (Q9Y5X4 whole entry, looked up): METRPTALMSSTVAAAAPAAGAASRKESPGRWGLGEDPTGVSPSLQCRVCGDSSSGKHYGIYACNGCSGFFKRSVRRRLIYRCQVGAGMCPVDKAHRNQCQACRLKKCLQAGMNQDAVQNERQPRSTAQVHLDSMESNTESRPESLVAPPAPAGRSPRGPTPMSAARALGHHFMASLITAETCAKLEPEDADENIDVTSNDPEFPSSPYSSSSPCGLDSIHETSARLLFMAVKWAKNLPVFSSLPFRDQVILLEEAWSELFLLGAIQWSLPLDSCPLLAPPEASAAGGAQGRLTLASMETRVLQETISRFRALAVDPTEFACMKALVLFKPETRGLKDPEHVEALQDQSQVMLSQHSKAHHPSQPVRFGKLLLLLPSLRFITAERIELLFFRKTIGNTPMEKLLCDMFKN
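System: GST-NR2E3 and biotin-RetCOR proteins; probe or stimulus: 7 nM biotin-RetCOR; doses: compound at 4.8 µM, single dose; schedule: Compound–protein incubation for 5 h at 4 °C; detection: time-resolved FRET; read-out: percent inhibition; controls: biotin wells as high control, 0.6% DMSO wells as low control; format: 1536-well plates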
iPSC survival up – enhancers of single-cell hiPSC survival, primary screen, ATPlite luminescence. 100% = ROCK inhibitor wells, 0% = DMSO. survival enhancement, % at 20 µM. 360,000 compounds, 0.044% hits. AID 602274, 2012; in the data active = survival enhancement above about 18%;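 also: cells exposed to compounds for 16 hours before the ATP read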
HIF-2a inh – HIF-2a reporter inhibitors, primary screen, luminescence, 786-0 RCC cells | 786-0 RCC cells HIF-2a reporter, luciferase luminescence, overnight | inhibition, % at 18.8 µM | 360,000 compounds, 0.72% hits;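 active = inhibition of the luminescence signal of 40% or more relative to plate controls, in a single-dose primary screen at 18.75 µM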
Shn3 3UTR inh – reduction of Shn3 3'UTR firefly luciferase signal, primary screen, Schnurri-3 inhibitor project, cell-based, Clone20 osteoblasts, set 2 | Clone20 osteoblast Shn3 3'UTR firefly luciferase, 24 h | inhibition, % at 12.5 µM | 360,000 compounds, 0.52% hits;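 active = mean inhibition of at least 75% with every replicate also reaching 75%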;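 also: 0% = median of neutral control wells and 100% = pilot-screen positive control compound; some compounds past the cut are filed as inactive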
NR2E3 ag-2 – NR2E3 agonists in two-hybrid cells, primary screen, cell-based, luminescence, CHO-S, Gal4-NCOR/VP16-NR2E3; Photoreceptor-specific nuclear receptor (Homo sapiens), Q9Y5X4; luciferase; inhibition of corepressor binding, % at 3.98 µM; 360,000 compounds, 0.35% hits; AID 602229, 2012;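 active = inhibition above the mean of all tested compounds plus 3 SD, cut at about 70% in these data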;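 also: 0% = DMSO with NR2E3 transfected cells and 100% = cells lacking NR2E3 construct; higher means lower luciferase signal from less NR2E3 corepressor binding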
TRPM1 prom inh – inhibitors of MITF-dependent TRPM1 promoter reporter, primary screen, cell-based, SK-MEL-5, single point, luciferase | SK-MEL-5 TRPM1 promoter luciferase, 24 h | inhibition, % at 12.5 µM | 330,000 compounds, 0.83% hits;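 active = mean inhibition across replicates of 60% or more, whatever share of single replicates reaches that level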; also: values of inactives mirror those of a sister screen read the other way
Numbers without * were called inactive; x = not tested or not shown.

SMILES	aDG glyco act	CF NFkB block	Peg3 promoter	KKLEB tox	TWEAK Fn14 block	NR2E3 ag-1	iPSC survival up	HIF-2a inh	Shn3 3UTR inh	NR2E3 ag-2	TRPM1 prom inh
CCC1=C(OC(=O)N(CC)CC)N2C(=O)OC(=NCCc3c[nH]c4ccccc34)[C@]2(C)[C@H]2C1=CC[C@H]1C(=O)NC(=O)[C@H]12	0.1	-13	-1	8	15	7	-2.2	5	9	16	-12
CC1(C)Cc2c(sc(NC(=O)c3ccco3)c2C#N)CO1	0.0	-5	-246	-6	12	-5	-3.1	-150	-68	-157	-52
CC1CCN(c2ccccc2N)CC1	0.0	-1	3	2	16	1	-1.4	0	-3	-2	6
O=C(COC(=O)c1ccccc1SCC(=O)NC1CCCCC1)NC1CCCCC1	0.4	-1	15	5	-9	-6	-1.6	6	-4	3	-5
CCN(CC)C(=O)c1sc(NC(=O)C(Sc2ccccc2)c2ccccc2)c(C(=O)OC(C)C)c1C (stereo not given)	-0.1	4	6	1	6	-2	-0.4	14	68	16	4
CCOC(=O)c1ccc(NC(=O)N2CCN(c3cccc(OC)c3)CC2)cc1	0.8	22	-9	-1	-14	-1	-1.4	-30	6	3	-11
Cc1ccc(C(C)C)c(OCC(O)CN2CC(C)OC(C)C2)c1 (stereo not given)	0.2	6	10	1	6	3	0.6	0	-1	-10	-8
COc1cc(/C=C/C(=O)N2CC(C)OC(C)C2)cc(OC)c1OC (stereo not given)	0.0	-18	12	-3	7	0	2.4	13	0	8	-3

More results:
SMILES	aDG glyco act	CF NFkB block	Peg3 promoter	KKLEB tox	TWEAK Fn14 block	NR2E3 ag-1	iPSC survival up	HIF-2a inh	Shn3 3UTR inh	NR2E3 ag-2	TRPM1 prom inh
Cc1cc(OCC(=O)Nc2c(C)n(C)n(-c3ccccc3)c2=O)ccc1[N+](=O)[O-]	-0.1	1	13	-1	-9	2	-0.1	4	6	-27	9
O=C(CN1CCN(c2ccccc2F)CC1)NCc1ccccc1	0.0	-2	12	-5	-8	4	-0.6	16	2	-10	-14
Cc1cccc(-n2cnc(C(=O)N/N=C\c3ccc(Br)cc3)c2)n1	-0.2	7	3	-2	-3	5	-0.1	17	12	1	5
Cc1ccc(OCC(=O)OCC(=O)c2ccccc2)cc1C	-0.2	-19	11	2	-10	-4	0.1	6	11	13	7
COc1ccc(CCCc2nnc(SCC(=O)Nc3ccc(C)c(C)c3)o2)cc1	0.2	23	11	-11	20	4	-0.8	-5	-8	9	-5
Cc1nc(NC(=O)CSc2nnnn2C)sc1C	-0.2	7	-107	-12	4	1	-3.0	-125	-156	-32	-37
Cc1noc(C)c1C(=O)Nc1nccs1	0.1	-10	-1	2	-16	-1	-0.2	10	-2	-9	-1
CCc1nc2c(cnn2-c2ccc(Cl)cc2)c(=O)n1-c1ccc2c(c1)OCCO2	1.6	6	30	-4	9	-1	4.2	15	61	-9	10

Continued:
SMILES	aDG glyco act	CF NFkB block	Peg3 promoter	KKLEB tox	TWEAK Fn14 block	NR2E3 ag-1	iPSC survival up	HIF-2a inh	Shn3 3UTR inh	NR2E3 ag-2	TRPM1 prom inh
Cc1ccc(-c2csc3ncnc(Sc4nnc(CN5CCCCCC5=O)o4)c23)cc1	-0.3	93*	106*	9	85*	2	-4.4	94*	7	69	85*
CCOc1ccc(C(=O)Oc2cc(C)[nH]c(=O)c2[N+](=O)[O-])cc1	0.0	-7	24	8	-1	3	-2.5	8	-9	-21	2
Cc1ccc(C(=O)NNC(=O)c2ccc(SCC3CCCO3)c([N+](=O)[O-])c2)cc1 (stereo not given)	-0.1	-5	-5	3	-3	-1	0.1	-9	-34	10	1
CCN1C(=NCCOC)N[C@@H](c2cccc(F)c2)C(C(=O)OC)=C1C	0.0	9	-13	-5	9	3	2.6	10	12	-34	-19
CC(C)C(=O)Nc1ccc(Br)cc1Cl	0.0	18	4	-2	7	2	-0.2	10	-6	-11	-6
COc1ccc(CN2C(=O)c3cccnc3C2Nc2ccc(C)cc2)cc1 (stereo not given)	0.9	-2	-14	0	0	-1	-0.8	-10	-40	-15	5
COC(=O)c1cc(S(=O)(=O)N2CCN(c3ccc(OC)cc3)CC2)cn1C	0.3	-16	-2	4	15	2	0.2	15	15	-6	3
Cc1c(C(=O)O)cnc2cc(-c3ccc(Cl)cc3)nn12	-0.3	-24	-80	-1	2	2	2.9	-140	-22	-83	x

(next part)
SMILES	aDG glyco act	CF NFkB block	Peg3 promoter	KKLEB tox	TWEAK Fn14 block	NR2E3 ag-1	iPSC survival up	HIF-2a inh	Shn3 3UTR inh	NR2E3 ag-2	TRPM1 prom inh
CC(C(=O)Nc1nccs1)c1ccc([N+](=O)[O-])cc1 (stereo not given)	-0.7	0	9	6	-2	-3	-2.3	12	-14	43	4
CN(C)S(=O)(=O)c1ccc(S(=O)(=O)N2CCCC2)cc1	3.5	-7	2	9	-12	4	1.7	10	15	-18	1
Cc1snc(SCc2c(F)cccc2Cl)c1C#N	0.2	-4	6	1	-13	0	-0.3	1	-10	-17	-12
CCn1c(COc2ccc(=O)n(-c3ccccc3)n2)nnc1SCC(=O)OC	-0.4	0	-4	3	-7	-5	0.4	4	-9	1	-9
CS(=O)(=O)N(CC(=O)Nc1ccccc1Cl)c1ccc(Cl)cc1	0.2	-6	-7	-8	-15	2	0.1	-18	7	-16	-25
Cc1c(/C(O)=C2\C(=O)C(=O)N(CCCN(C)C)C2c2ccccc2)cnn1-c1ccccc1 (stereo not given)	0.8	7	10	-12	82*	x	1.5	20	-21	45	10
COn1c(-c2ccc(Cl)cc2)nc2ncccc21	0.0	-40	-230	-18	-10	4	0.2	-186	-30	-32	-54
C=CCSC1=C(C#N)C(c2ccccc2)CC(=O)N1 (stereo not given)	0.0	10	0	-33	7	-4	-2.4	8	0	-17	8

For reference, 6 of the compounds above.
SMILES	aDG glyco act	CF NFkB block	Peg3 promoter	KKLEB tox	TWEAK Fn14 block	NR2E3 ag-1	iPSC survival up	HIF-2a inh	Shn3 3UTR inh	NR2E3 ag-2	TRPM1 prom inh
CC(C(=O)Nc1nccs1)c1ccc([N+](=O)[O-])cc1 (stereo not given)	-0.7	0	9	6	-2	-3	-2.3	12	-14	43	4
CN(C)S(=O)(=O)c1ccc(S(=O)(=O)N2CCCC2)cc1	3.5	-7	2	9	-12	4	1.7	10	15	-18	1
Cc1snc(SCc2c(F)cccc2Cl)c1C#N	0.2	-4	6	1	-13	0	-0.3	1	-10	-17	-12
CCn1c(COc2ccc(=O)n(-c3ccccc3)n2)nnc1SCC(=O)OC	-0.4	0	-4	3	-7	-5	0.4	4	-9	1	-9
CS(=O)(=O)N(CC(=O)Nc1ccccc1Cl)c1ccc(Cl)cc1	0.2	-6	-7	-8	-15	2	0.1	-18	7	-16	-25
Cc1c(/C(O)=C2\C(=O)C(=O)N(CCCN(C)C)C2c2ccccc2)cnn1-c1ccccc1 (stereo not given)	0.8	7	10	-12	82*	x	1.5	20	-21	45	10

The results go on:
SMILES	aDG glyco act	CF NFkB block	Peg3 promoter	KKLEB tox	TWEAK Fn14 block	NR2E3 ag-1	iPSC survival up	HIF-2a inh	Shn3 3UTR inh	NR2E3 ag-2	TRPM1 prom inh
O=C(CCc1ccc(S(=O)(=O)N2CCOCC2)cc1)Nc1ccc2ccccc2c1	0.2	-5	9	7	24	1	-1.5	1	0	-13	-10
CC(=O)Nc1ccc(NS(=O)(=O)c2ccc3c(c2)oc(=O)n3C)cc1	-0.1	-4	14	-5	-14	4	0.1	21	9	-24	8
CC1(C(=O)NS(=O)(=O)c2ccc(Cl)s2)CCN1C(=O)Cc1ccc(-c2ccccc2)cc1 (stereo not given)	-0.1	20	4	-6	2	x	-2.1	5	-7	26	x
C=CCc1ccc(OCCn2nnc3ccccc32)c(OC)c1	0.6	-2	-326	-2	-6	-1	-0.1	-296	56	-66	-52
CCc1ccc(C2C(C#N)=C(N)C(C#N)(C#N)C3=CCC(C(C)(C)C)CC32)cc1 (stereo not given)	0.5	9	27	8	19	-4	3.6	19	-15	-7	16
O=C(Cc1cccs1)NCCS(=O)(=O)N1CCN(c2cccc(Cl)c2)CC1	-0.1	15	23	-8	-1	-1	0.7	3	-38	25	-9
CCOc1ccc(N2CC(C(=O)Nc3cccc(S(=O)(=O)N4CCOCC4)c3)CC2=O)cc1 (stereo not given)	0.1	-15	6	5	11	x	0.7	-1	-8	-4	x
CC(=O)c1cc2c(=O)c3ccccc3oc2nc1C	0.2	-21	-141	-10	-21	-3	-3.0	-137	-26	-12	-30

(cont.)
SMILES	aDG glyco act	CF NFkB block	Peg3 promoter	KKLEB tox	TWEAK Fn14 block	NR2E3 ag-1	iPSC survival up	HIF-2a inh	Shn3 3UTR inh	NR2E3 ag-2	TRPM1 prom inh
Cc1ccc(Nc2nc(/N=C/N(C)C)n[nH]2)cc1C	0.0	6	-160	-10	-14	-2	0.6	-201	-61	-46	-64
CN(C)Cc1nc2ccccc2c(=O)n1Cc1nc(-c2cccc([N+](=O)[O-])c2)cs1	-0.1	-5	14	-18	-18	0	0.9	24	16	-25	13
N#Cc1c(N)n(C2OC(CO)C(O)C2O)c2ncnc(N)c12 (stereo not given)	0.5	89*	96*	-62*	101*	x	-2.5	71*	65	89*	71*
Cc1ccc(C(=O)N/C(=C\c2ccco2)C(=O)N2CCOCC2)cc1C	0.0	-4	14	6	-12	-1	0.0	18	12	-15	4
O=S(=O)(Nc1nc2ccccc2nc1Cl)c1ccc2ccccc2c1	-0.3	2	5	8	0	6	4.3	18	-11	-6	-4
CC(C)Sc1nc2c(c(=O)n(C)c(=O)n2C)n1Cc1ccc(Cl)cc1	0.0	5	17	-3	-5	0	-1.5	16	16	-11	4
O=C(/C=C/c1ccco1)Nc1ccccc1N1CCCC1	-0.2	-5	-1	0	4	-6	3.6	2	1	14	13
